High-throughput results deposited in PubChem BioAssay by National Center for Advancing Translational Sciences (NCATS).
TDP43 rescue – TDP-43 toxicity inhibition in yeast | Potency, µM (top dose mostly 46.1 µM), for inactives: top-dose growth rescue (activation), hits mostly activators | TDP-43 expressing yeast growth rescue, BacTiter-Glo, 24 h | hit rate 1.8% among 410,000 | AID 652104; note: potency is the fitted concentration of half-maximal effect; % of control where 0% means no effect; nearly all actives have a fitted effect of over 50% in size
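In this qHTS, compounds that restore growth of yeast expressing TDP-43 appear as activators. Cells (OD600=0.02, galactose medium, raffinose-pregrown) are incubated with compound 24 hr at 30 deg C and growth is quantified by BacTiter-Glo.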
KB-V1 cytotox – KB-V1 MDR subline cytotoxicity; KB-V1 MDR cells viability, CellTiter-Glo, 72 h; Potency, µM (doses to about 46.1 µM), for inactives: at the highest dose activity change, negative = cytotoxicity, hits mostly cytotoxic; hit rate 3.4% among 400,000; note: potency is the fitted concentration of half-maximal effect; % is set by controls: 0 for no effect and ±100 for the full control effect; nearly all actives have a fitted effect of over 60% in size
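Compound-treated KB-V1 multidrug-resistant cells, 72 h, 37 degrees C; viability by CellTiter-Glo. Fitted qHTS curves give the values.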
GLP-1R agonist – activates the human GLP-1 receptor | hit rate 0.007% among 380,000 | P43220 | HEK293 GLP-1R CRE-luciferase, luminescence, 4-6 h; cells express a hypersensitive GLP-1R form | Potency, µM (titrated, usually from 45.6 µM), inactives show at the top dose activation, actives largely listed as activators | AID 624172; note: potency is the fitted concentration of half-maximal effect; % of control where 0% means no effect
Target sequence (P43220 whole entry, looked up): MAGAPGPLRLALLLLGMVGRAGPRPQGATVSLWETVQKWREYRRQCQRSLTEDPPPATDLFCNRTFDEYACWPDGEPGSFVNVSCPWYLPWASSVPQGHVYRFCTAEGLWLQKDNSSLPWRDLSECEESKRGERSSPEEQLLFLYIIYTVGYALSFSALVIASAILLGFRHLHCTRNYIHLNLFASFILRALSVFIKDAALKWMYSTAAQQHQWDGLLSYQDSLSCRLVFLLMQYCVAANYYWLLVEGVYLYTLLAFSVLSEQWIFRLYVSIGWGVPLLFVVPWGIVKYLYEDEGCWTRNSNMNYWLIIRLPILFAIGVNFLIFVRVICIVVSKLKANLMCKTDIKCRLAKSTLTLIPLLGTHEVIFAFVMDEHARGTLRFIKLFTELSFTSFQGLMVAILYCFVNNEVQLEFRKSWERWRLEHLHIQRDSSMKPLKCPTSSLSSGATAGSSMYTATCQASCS
D3 ag – agonists of human D3 dopamine receptor. P35462. D3R DiscoveRx beta-arrestin cells, luminescence, 90 min. max activation, %. hit rate 0.58% among 410,000; in the data active = max activation above about 30%; note: 0% is about no effect; mostly tested at two doses, the higher about 12 µM
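Agonist-mode cell screen: cells plated at 1500/well and incubated overnight at 37 °C, then exposed to library compounds for 90 min at 37 °C. Detection reagent was added for 30–60 min at room temperature, and luminescence was read.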
GLP-1R inv ag – inverse agonists of human GLP-1 receptor. P43220. hit rate 1.6% among 410,000. AID 624417. Potency, µM (top dose mostly 38.3 µM), for inactives: at the highest dose activity change, negative = inhibition, actives largely listed as inhibitors. HEK293 GLP-1R CRE-luciferase, luminescence, 24 h; GLP-1R form is constitutively active; note: potency is the fitted concentration of half-maximal effect; % is set by controls: 0 for no effect and ±100 for the full control effect; nearly all actives have a fitted effect of over 55% in size
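Inverse agonists were sought by their lowering of basal cAMP reporter luciferase output in HEK293 cells stably carrying constitutively active human GLP-1R, after 24 h compound treatment.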
PTHR1 agonist – agonists of human PTHR1 parathyroid hormone receptor. Q03431. HEK293 GP2 PTHR1 cells, GloSensor cAMP luminescence, 1 h. Potency, µM (highest dose often 115 µM), for inactives: top-dose activation, actives largely listed as activators. hit rate 0.075% among 410,000. AID 743266; note: potency is the fitted concentration of half-maximal effect; nearly all actives have a fitted effect of over 55% in size; some results filed as inactive show a strong effect at the top dose; inactives centre near -15; many of its hits are not listed in these tables
Target sequence (Q03431 whole entry, looked up): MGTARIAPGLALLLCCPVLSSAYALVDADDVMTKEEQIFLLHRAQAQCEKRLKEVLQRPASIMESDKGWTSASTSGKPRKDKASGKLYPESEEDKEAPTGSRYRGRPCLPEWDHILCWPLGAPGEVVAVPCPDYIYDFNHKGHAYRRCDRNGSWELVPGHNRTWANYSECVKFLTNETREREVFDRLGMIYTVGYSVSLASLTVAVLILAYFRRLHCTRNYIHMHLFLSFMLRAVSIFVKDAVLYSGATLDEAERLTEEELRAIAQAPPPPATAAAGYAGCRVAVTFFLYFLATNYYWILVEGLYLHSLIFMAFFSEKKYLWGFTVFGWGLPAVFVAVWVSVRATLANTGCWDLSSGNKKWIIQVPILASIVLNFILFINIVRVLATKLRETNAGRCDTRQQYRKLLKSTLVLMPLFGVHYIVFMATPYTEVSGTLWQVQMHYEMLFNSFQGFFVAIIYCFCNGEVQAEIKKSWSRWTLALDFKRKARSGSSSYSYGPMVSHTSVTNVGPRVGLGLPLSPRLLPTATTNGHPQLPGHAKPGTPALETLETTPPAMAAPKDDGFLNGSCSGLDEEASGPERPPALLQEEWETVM
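HEK-293-derived GP2 cells expressing PTHR1 and a GloSensor cAMP reporter, 3,000/well, plated overnight, given luciferin plus IBMX (each 0.5 mM as added) for 1 h at 37 °C, then compound for 1 h at 37 °C. Luminescence was read after 15 min at room temperature.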
HEK293 tox – cytotoxicity counter-screen for GLP-1 receptor inverse agonists. HEK293 cAMP-luciferase reporter cells, luminescence, 24 h. Potency, µM (series often up to 38.3 µM), without a hit: at the top dose activity change, negative = inhibition, usual class: inhibitors. hit rate 0.13% among 410,000. AID 624418;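 note: loss of luciferase light is scored as toxicity; potency is the fitted concentration of half-maximal effect; % is set by controls: 0 for no effect and ±100 for the full control effect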
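To flag toxic compounds, the library was rerun on cells for 24 hr at 37 deg C and 5% CO2. Viability-linked luminescence was captured 12 min after adding luciferase detection reagent.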
D3 antag – antagonists of human D3 dopamine receptor | P35462 | D3R cells, DiscoveRx beta-arrestin luminescence, antagonist mode; stronger effect = lower value | max response, negative = inhibition, % | hit rate 2.5% among 360,000; in the data active = max response below about -50%; inconclusive = no clear call, values can overlap the other calls; note: % is set by controls: 0 for no effect and ±100 for the full control effect; mostly tested at two doses, the higher about 12 µM
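Cells plated overnight at 1500 cells/well, then exposed to library compounds with dopamine controls for 90 minutes at 37 degrees C. DiscoveRx reagent added for 30–60 minutes at room temperature; luminescence read, quantitative HTS format.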
aSyn yeast inh – rescues yeast growth from alpha-synuclein toxicity; Yeast expressing alpha-synuclein, growth rescue, BacTiter-Glo, 24 h; Potency, µM (titrated, usually from 46.1 µM), inactives show at the highest dose growth rescue (activation), actives largely listed as activators; hit rate 0.14% among 370,000; AID 652106; note: potency is the fitted concentration of half-maximal effect; % of control where 0% means no effect; nearly all actives have a fitted effect of over 65% in size
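Rescue of yeast growth: cells expressing toxic alpha-synuclein, induced in galactose at OD600 0.02, incubated with compound 24 h at 30 C. ATP luminescence quantified growth; inhibitors of toxicity appear as activators.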
Active calls of the source: *; i = inactive; ? = inconclusive; . = not tested or not shown; & = joins results of further samples; [ ] = remark or other dose. Unless noted, calls come from the whole dose curve; as a rule, active = well fitted curve in the direction sought with a large enough effect; inconclusive = small, poorly fitted or top-dose-only effect, or another doubt; inactive = no such curve, though single readings can be large; an effect the other way counts as inactive or inconclusive.

Fields – GLP-1R agonist, KB-V1 cytotox, HEK293 tox, D3 antag, aSyn yeast inh, PTHR1 agonist, D3 ag, GLP-1R inv ag, TDP43 rescue
CC(C)CNc1oc(-c2ccc(F)cc2)nc1C#N
→ -1%, -13%, 0%, -28, 0%, -52%[inhibitor], -11, 18%, 14%
O=C(Nc1ccc(F)cc1F)c1cc2nc(-c3ccco3)cc(C(F)(F)Cl)n2n1
→ ., -17%, 15%, ., ., i, -16, 4%, 12%
COc1ccccc1NC(=O)c1cc2cc(Br)ccc2oc1=N
→ -6%, 0%, -2%, -13, -2%, -85%[inhibitor], -5, -25%, 6%
Cc1noc(C(=O)NCc2ccc(F)cc2)c1Cl
→ 7%, -2%, 0%, 0, 0%, i, 2, -8%, 14%
CC1CCCC(C)N1C(=O)c1cc(-c2ccc(Cl)c(Cl)c2)on1 (stereo unspecified)
→ 11%, -1%, -4%, 19, -6%, i, 11, 0%, ?
COc1ccc(-c2cn(CCC(=O)O)c(-c3ccncc3)n2)cc1
→ -4%, 0%, 2%, 3, 9%, -18%, -12, 5%, 10%
Cc1ccc(C)c(N2CCN(C(=O)c3cc4cc5ccc(C)cc5nc4s3)CC2)c1
→ -1%, ?, 4%, ., ., i, 8, 4%, 19%
CCCC(=O)Nc1nc(-c2ccccc2)c(CC)s1
→ 4%, -13%, 11%, 5, 5%, -11%, 12, ?, ?
Cc1c(Cl)cccc1NC(=O)CN(CCc1ccccc1)S(=O)(=O)c1ccccc1
→ ., -29%, -5%, ., ., -5%, -18, -16%, 36%
CCOC(=O)c1c(NC(=O)COc2cccc3c2CCN(CC)C3=O)sc2c1CCC2
→ 3%, 0%, -19%, 16, -10%, i, 0, -1%, -2%
Cc1cc(C(=O)NC2CCCCCCC2)ccc1[N+](=O)[O-]
→ 20%, -16%, -16%, -10, 7%, -21%, -3, -29%, -6%
NC(=O)C1CCCN(CC(=O)Nc2ccccc2C(=O)NC2CC2)C1 (stereo unspecified)
→ 25%, 3%, -9%, 6, -10%, i, 3, 25%, 0%
Cc1ccc(Nc2nc(N)nc(CN3CCCCCC3)n2)cc1
→ 0%, -6%, -1%, -30, 5%, i, 0, 4%, 10%
Cc1ncc(CO)c(/C=N/NC(=S)Nc2ccc(C(C)C)cc2)c1O
→ -1%, 0%, -6%, 0, 4%, i, 3, -19%, -2%
Cc1cccc(OC(C)C(=O)N2CCN(Cc3ccc4c(c3)OCO4)CC2)c1 (stereo unspecified)
→ 0%, ?, 12%, -23, -5%, i, -10, ?, -10%
COc1ccc(C(=O)Nn2c(C)nnc2-n2nc(C)cc2C)cc1OC
→ 2%, -3%, 4%, 14, 3%, -13%[57.5 µM], -4, 7%, -10%
CCc1[nH]nc2c1C(c1ccncc1)C(C#N)=C(N)O2 (stereo unspecified)
→ 1%, 1%, 5%, -18, 0%, 19%, -8, 0%, -10%
CCOc1ccc2[nH]c(=O)c(CN(CCO)C(=O)c3ccccc3F)cc2c1
→ 28%, 8%, 8%, -10, 1%, -13%[57.5 µM], -7, 59%[activator], -11%
CSc1nn(CC(=O)Nc2cc(C)ccc2C)c(N)c1S(=O)(=O)c1ccccc1
→ ., ?, 1%, ., ., i, -5, ?, 13%
CC(=NNC(=O)c1cc(C)nc2ccccc12)c1ccc(N2CCOCC2)cc1
→ 0%, 10%, 20%, -19, -5%, i, 1, 16%, 0%
CCSc1ccccc1C(=O)Nc1cc(C)on1
→ -13%, 10%, 2%, -14, 7%, 0%[57.5 µM], 3, 2%, 26%
C=CCOC(=O)C1=C(C)Nc2nc3ccccc3n2C1c1ccncc1 (stereo unspecified)
→ 5%, ?, -26%, ?, 4%, i, 2, 0%, 13%
CCOC(=O)CSc1nc2sc3c(c2c(=O)[nH]1)CC(C)(C)OC3
→ 4%, 0%, 4%, 16, -5%, 0%, -3, 0%, 14%
Cc1cccc(C)c1-n1c(C)nn(CCOc2ccccc2)c1=O
→ 3%, -4%, 3%, 5, 4%, -12%, 3, -20%, 3%
COc1ccc(CCNC(=O)c2cc(=O)[nH]c3ccc(S(=O)(=O)N4CCCCC4C)cc23)cc1OC (stereo unspecified)
→ ., ., -4%, ., ., -77%[inhibitor], -14, 25%, 9%
CC(=O)Nc1ccc(C(=O)CSc2ncn(-c3ccccc3)n2)cc1
→ 7%, 6%, -3%, 24, 2%, i, 6, 18%, 9%
CC(=O)NC(Cc1ccccc1)C(=O)NC1CCN(c2ncccc2[N+](=O)[O-])CC1 (stereo unspecified)
→ 0%, -3%, -23%, 14, 0%, -4%, 8, 12%, 9%
COc1ccccc1OCCNC(=O)c1cc([N+](=O)[O-])cc([N+](=O)[O-])c1
→ 1%, -4%, -2%, 0, 3%, i, -1, 16%, 10%
Oc1c(Br)cc(Br)cc1CNc1cnc2ccccc2c1
→ 0%, -3%, -25%, 2, 15%, -52%[inhibitor], 4, ?, 20µM*
CCCCN(C(=O)C(C)Oc1cccc(Cl)c1)c1c(N)n(CCC)c(=O)[nH]c1=O (stereo unspecified)
→ -13%, 1%, 15%, ?, 2%, i, 1, 2%, -1%
CS(=O)(=O)N1CCc2cc(C(=O)N3CCN(c4cccc(Cl)c4)CC3)ccc21
→ -4%, 0%&-24%, -9%&1%, 4, 9%, -29%&-25%, 6&-14, ?, 27%&13%
COc1ccc(NC(=O)CN2CCN(c3ccccc3C)CC2)cc1
→ 0%, 10%, -5%, -26, -1%, i, -14, -40%, 1%
CN1C(=O)/C(=C/c2cc3c(cc2Br)OCO3)NC1=S
→ 0%, ?, 8%, -3, 2%, i, 11, 7%, -18%
CCc1ccc(N(C(=O)Cc2cccs2)C(C(=O)NC2CCCCC2)c2cn(C)nc2C)cc1 (stereo unspecified)
→ -3%, -27%, -3%, -10, ., -22%, -1, -15%, 1%
Brc1ccc(-c2nn3c(-c4ccco4)nnc3s2)o1
→ 21%, 16µM*, -22%, 45, -9%, -1%[57.5 µM], -1, 70%[activator], ?
CCn1cnc2c1c(=O)n(CC(=O)NN)c(=O)n2Cc1ccccc1
→ -8%, -16%, 1%, 12, 4%, -13%, -6, 17%, 0%
CC1CCCCN1CCNS(=O)(=O)c1ccc2c(c1)oc(=O)n2C (stereo unspecified)
→ -9%, -2%, -5%, -18, -11%, i, 1, -5%, 9%
CCOC(=O)N1CCc2c(sc3c2c(=O)n(Cc2ccccc2)c(=O)n3CC(=O)NCCOC)C1
→ 1%, ?, -3%, 1, -1%, i, 6, -5%, 9%
OC(c1ccco1)c1nc(-c2ccc(F)c(Cl)c2)cs1 (stereo unspecified)
→ 16%, 3%, -2%, 7, 1%, -33%[inhibitor], 5, ?, 13µM*
CN1CCN(Cc2coc3c(Cl)cc(Cl)cc3c2=O)CC1
→ -1%, -12%, 2%, -17, -1%, -7%, -4, -13%, 12%
Cc1n[nH]c(C)c1CCOc1ccc(C(C)C)cc1
→ 20%, -17%, 7%, 10, 1%, -81%[inhibitor], -5, 3%, 22%
COCCNC(=O)C(=O)Nc1cc2c3c(c1)CCC(=O)N3CCC2
→ -6%, 25%, -12%, 4, -1%, i, 2, 7%, 4%
O=C(Cc1cccc2ccccc12)NC(NC(=S)Nc1ccccc1Cl)C(Cl)(Cl)Cl (stereo unspecified)
→ -16%, ?, -17%, 13, 1%, -24%, 6, 4.5µM*, -2%
Cc1cccc(C2CC(=O)Oc3c2c(=O)n(C)c2ccccc32)c1 (stereo unspecified)
→ ., 3%, 3%, ., ., -18%, 7, 12%, -9%
COc1ccc(CNC(=O)CCc2c(C)c3cc4c(C)coc4c(C)c3oc2=O)cc1OC
→ ., ., 7%, ., ., -8%, -12, 9%, 15%
NC(=O)C1CCN(C(=O)C2CC(=O)N(Cc3ccccc3)C2)CC1 (stereo unspecified)
→ -7%, ?, 0%, 6, 2%, i, 9, -12%, 9%
Cc1ccc2cc(NC(=O)c3cccc(F)c3)ccc2n1
→ -1%, -23%, -9%, -21, -7%, -34%[inhibitor], -9, ?, 4%
CC(c1ccccc1)N1CC(C(=O)Nc2ccc(F)cc2)CC1=O (stereo unspecified)
→ 6%, -27%, -1%, ?, 5%, i, -2, -17%, -26%
Cc1c(Br)c(C(N)=O)nn1C
→ 0%, 19%, 13%, 24, 3%, i, -2, 21%, -8%
Cc1noc(C)c1COc1ccc(C(=O)NCCc2ccccn2)cc1
→ 0%, -2%, -8%, -19, -4%, -16%, -11, -23%, -2%
NC(=O)C(c1ccc(Br)cc1)c1ccc(C(=O)c2ccccc2)cc1 (stereo unspecified)
→ 8%, ?, -6%, -7, 0%, -20%, 1, 11µM*, 1%
COC(=O)c1ccc2c(=O)n(CCCCCC(=O)NCc3ccc(OC)cc3)c(=O)[nH]c2c1
→ ., 18%, -17%, ., ., -17%, -6, -13%, 8%
CCOc1ccc(C(CC(=O)O)n2cnnn2)cc1OC (stereo unspecified)
→ 0%, 19%, -11%, 2, -5%, -19%, 1, -6%, -16%
O=C(CCN1C(=O)/C(=C\c2ccc(F)cc2)SC1=S)Nc1ccc(O)cc1
→ -13%, 2%, 12%, ?, -3%, -40%[inhibitor], -7, ?, -12%
COCCN(C(=S)Nc1ccccc1OC)C1CCN(C(C)=O)CC1
→ -7%, 0%, 7%, -3, -6%, i, 0, 13%, -4%
O=S(=O)(NCc1cn2ccccc2n1)c1ccccc1F
→ 5%, 19%, -19%, -1, -3%, 10%, -2, -1%, 11%
CC(C)C(NS(=O)(=O)c1cccc2nsnc12)C(=O)NC1CCCCC1 (stereo unspecified)
→ -2%, ?, -2%, 5, 1%, -2%, 2, -6%, 14%
Cc1ccc(N(Cc2cc3ccc(C)cc3[nH]c2=O)C(=O)c2ccco2)cc1
→ 0%, ?, -12%, -22, 3%, i, -17, -20%, -17%

Not all compounds are listed. The share of hits here may be higher or lower than overall.
